Screening data from PubChem BioAssay.
BRCT PPI red: qHTS Assay for Inhibitors of BRCT-Phosphoprotein Interaction (Red Fluorophore). AID 892, 2007. BRCT-phosphopeptide binding, red fluorescence polarization. Breast cancer type 1 susceptibility protein (Homo sapiens), P38398. Potency, µM (highest dose often 76.9 µM), for the others: at the highest dose activity change, negative = inhibition, actives largely listed as inhibitors. 0.03% of 75,000 active; note: % is set by controls: 0 for no effect and ±100 for the full control effect
Target sequence (P38398 whole entry, looked up): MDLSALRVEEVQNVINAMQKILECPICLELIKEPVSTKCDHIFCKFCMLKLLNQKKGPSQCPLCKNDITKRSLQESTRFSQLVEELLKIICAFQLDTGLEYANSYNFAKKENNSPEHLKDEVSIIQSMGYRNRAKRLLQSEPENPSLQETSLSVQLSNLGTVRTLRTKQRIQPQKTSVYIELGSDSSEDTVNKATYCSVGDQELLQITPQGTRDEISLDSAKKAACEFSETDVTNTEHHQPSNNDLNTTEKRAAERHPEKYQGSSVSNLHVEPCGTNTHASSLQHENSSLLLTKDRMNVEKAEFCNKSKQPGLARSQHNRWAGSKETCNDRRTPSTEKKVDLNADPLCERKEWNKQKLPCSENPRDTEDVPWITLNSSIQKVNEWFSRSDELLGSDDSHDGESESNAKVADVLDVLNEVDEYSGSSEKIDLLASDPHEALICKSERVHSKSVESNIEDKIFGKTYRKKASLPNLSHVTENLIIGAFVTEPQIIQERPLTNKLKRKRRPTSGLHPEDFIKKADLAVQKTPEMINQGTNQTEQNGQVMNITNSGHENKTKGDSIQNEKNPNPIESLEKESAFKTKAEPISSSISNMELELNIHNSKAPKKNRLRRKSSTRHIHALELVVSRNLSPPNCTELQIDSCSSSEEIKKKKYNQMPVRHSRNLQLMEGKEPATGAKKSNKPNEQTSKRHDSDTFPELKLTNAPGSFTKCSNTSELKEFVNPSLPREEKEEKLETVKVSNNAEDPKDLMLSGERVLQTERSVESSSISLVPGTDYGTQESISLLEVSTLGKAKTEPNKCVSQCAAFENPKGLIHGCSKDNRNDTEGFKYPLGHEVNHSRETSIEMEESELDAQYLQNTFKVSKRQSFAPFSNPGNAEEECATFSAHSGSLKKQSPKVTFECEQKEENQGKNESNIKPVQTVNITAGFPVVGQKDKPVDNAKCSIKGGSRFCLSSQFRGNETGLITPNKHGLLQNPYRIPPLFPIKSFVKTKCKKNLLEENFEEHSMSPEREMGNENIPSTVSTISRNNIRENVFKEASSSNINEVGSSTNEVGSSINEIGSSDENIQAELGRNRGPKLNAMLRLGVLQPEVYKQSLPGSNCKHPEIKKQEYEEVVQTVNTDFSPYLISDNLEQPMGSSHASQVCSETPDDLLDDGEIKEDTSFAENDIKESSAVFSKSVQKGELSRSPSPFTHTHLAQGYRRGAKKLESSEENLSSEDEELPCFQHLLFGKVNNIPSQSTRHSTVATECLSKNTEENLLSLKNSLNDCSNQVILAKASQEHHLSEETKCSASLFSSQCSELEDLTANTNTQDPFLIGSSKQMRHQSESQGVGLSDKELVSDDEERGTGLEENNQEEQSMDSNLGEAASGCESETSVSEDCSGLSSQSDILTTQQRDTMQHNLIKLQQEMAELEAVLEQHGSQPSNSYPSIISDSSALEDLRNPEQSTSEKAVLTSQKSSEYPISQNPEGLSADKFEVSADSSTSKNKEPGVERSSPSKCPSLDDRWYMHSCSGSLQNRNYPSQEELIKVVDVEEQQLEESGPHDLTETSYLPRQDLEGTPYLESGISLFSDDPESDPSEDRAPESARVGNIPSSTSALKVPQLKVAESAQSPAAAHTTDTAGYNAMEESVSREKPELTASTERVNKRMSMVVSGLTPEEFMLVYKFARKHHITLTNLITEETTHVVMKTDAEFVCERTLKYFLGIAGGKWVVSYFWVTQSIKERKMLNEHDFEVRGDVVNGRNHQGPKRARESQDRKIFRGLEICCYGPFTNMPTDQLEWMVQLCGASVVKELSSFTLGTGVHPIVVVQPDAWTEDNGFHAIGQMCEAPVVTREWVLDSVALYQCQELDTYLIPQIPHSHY
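Fluorescence polarization: 100 nM His-tagged BRCA1 BRCT with 100 nM TAMRA-labelled phospho-BACH1 decapeptide, phosphate buffer pH 7.3 with 150 mM NaCl, DTT, 0.01% Tween 20; 12 min RT. Binding inhibition seen as FP decrease.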
Hsp90 Hop PPI: qHTS Assay for Disrupters of an Hsp90 Co-Chaperone Interaction; AID 595, 2007; AlphaScreen TPR2A-His6 binding biotin-Hsp90 C-terminal peptide; Potency, µM (highest dose often 57 µM), without a hit: at the top dose activity change, negative = inhibition; Hsp90 C-terminal peptide / TPR2A (Hop) interaction, human; 0.44% of 71,000 active; active = well fitted curve in either direction with a large enough effect; inconclusive = small, poorly fitted or top-dose-only effect, or another doubt; note: potency is the fitted concentration of half-maximal effect; % is set by controls: 0 for no effect and ±100 for the full control effect; many of its hits are not listed in these tables
15-hLO inh: qHTS Assay for Inhibitors of 15-hLO (15-human lipoxygenase). Potency, µM (top dose mostly 57.1 µM), without a hit: top-dose activity change, negative = inhibition, most hits filed as inhibitors. purified 15hLO-1, xylenol orange hydroperoxide absorbance. Polyunsaturated fatty acid lipoxygenase ALOX15 (Homo sapiens), P16050. AID 887, 2007. 1.4% of 74,000 active; note: potency is the fitted concentration of half-maximal effect; % is set by controls: 0 for no effect and ±100 for the full control effect; nearly all actives have a fitted effect of over 55% in size
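40 nM 15hLO-1 + cpd, 15 min RT; start w/ 50 uM AA (final), 6 min RT; stop/detect w/ 200 uM XO + 300 uM Fe(II) in 50 mM H2SO4, 30 min; A573/A405. Buffer 25 mM Hepes pH 7.5, 0.01% Triton X-100. No-enzyme wells as negative control.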
4-MU autofl: qHTS Assay for Spectroscopic Profiling in 4-MU Spectral Region. compound autofluorescence, 340/450 nm, 4-MU equivalents; stronger effect = higher value. max dye-equivalent concentration, M. 11% of 59,000 active; in the data active = max dye-equivalent concentration above about 10 nM; inconclusive = mostly about 1.1 nM to 9.6 nM
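Compounds in 100 mM Tris, pH 8.0, sat 15 min at room temperature before fluorescence was read at 340 nm excitation/450 nm emission; a per-plate six-point 4-MU standard curve converted signals to dye-equivalent concentration at each compound concentration.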
BRCT PPI green: qHTS Assay for Inhibitors of BRCT-Phosphoprotein Interaction (Green Fluorophore). Potency, µM (series often up to 76.9 µM), for inactives: at the top dose activity change, negative = inhibition, actives largely listed as inhibitors. Breast cancer type 1 susceptibility protein (Homo sapiens), P38398. BRCA1 BRCT-phosphopeptide binding, green fluorescence polarization. 0.05% of 75,000 active;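 note: potency is the fitted concentration of half-maximal effect; plate controls were peptide without protein for full effect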
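Fluorescence polarization: His-tagged BRCT (~35 kDa BRCA1 C-terminus, 250 nM) bound to 100 nM fluorescein-labeled phosphorylated 10-aa BACH1 peptide, pH 7.3 phosphate buffer with DTT and Tween 20. Compounds incubated 12 min at room temperature; inhibition read as lowered polarization.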
A350 autofl: qHTS Assay for Spectroscopic Profiling in A350 Spectral Region | Compound autofluorescence, 340/450 nm, Alexa 350 dye-equivalents; stronger effect = higher value | max dye-equivalent concentration, M | 11% of 59,000 active | AID 590, 2007; in the data active = max dye-equivalent concentration above about 10 nM; inconclusive = mostly about 1.1 nM to 9.6 nM
DNA Pol III inh: qHTS Assay for Inhibitors of DNA Polymerase III Holoenzyme System; reconstituted DNA polymerase III holoenzyme replication, biochemical; 0.25% of 71,000 active; Potency, µM (doses to about 57.1 µM), without a hit: at the highest dose activity change, negative = inhibition; note: potency is the fitted concentration of half-maximal effect; % is set by controls: 0 for no effect and ±100 for the full control effect
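Reconstituted *E. coli* holoenzyme (0.35 nM Pol III, 1 nM beta, 154 nM SSB, 2 nM primase) was preincubated with compound for 15 min at RT. Synthesis on 1.4 nM ssM13Gori ran 35 min, then was stopped with PicoGreen/EDTA and read as dsDNA fluorescence.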
CRE-bla Fsk: Cell signaling CRE-BLA (Fsk stim); 2.5% of 71,000 active; AID 662, 2007; Potency, µM (highest dose often 38.2 µM), without a hit: top-dose activity change, negative = inhibition, hits mostly activators; CHO CRE-bla reporter (cAMP response element driving beta-lactamase), forskolin EC10, beta-lactamase ratio; active = well fitted activation curve with a large enough effect in the signal ratio, with a control signal flat, not every such curve was filed as active; inconclusive = small, poorly fitted or top-dose-only effect, or effect the other way, or a change in a side signal; the % refers to the signal ratio; note: potency is the fitted concentration of half-maximal effect; % of control where 0% means no effect
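AC50 values, positive or negative, reflect shifts in EC10 NKH 477-induced CRE-bla reporter activity in CHO cells. Incubation lasted 3 h at 37 °C before CCF4 substrate (2 h, room temperature) and ratiometric 460/530 nm reading.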
GFP derepression: qHTS Assay for Epigenetic Modulators | mouse C127i GFP locus derepression, cytometry, 30 h | Potency, µM (highest dose often 46.1 µM), for inactives: at the highest dose GFP derepression (activation) | 0.09% of 68,000 active; note: % of control where 0% means no effect
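Read-out is the number of GFP-positive cells, scored as fluorescent objects 20 to 120 um wide, reflecting derepression of a silenced CMV-GFP reporter in murine C127i cells after 30 h compound exposure at 37 C.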
UbGFP stabilizer: Ubiquitin-GFP Assay. Ubiquitin-GFP reporter cells, proteasome inhibition, GFP fluorescence; response scale: untreated = 0%, 10 µM MG-132 = 100%. Potency, µM (top dose mostly 45.9 µM), without a hit: top-dose activation (GFP accumulation), actives largely listed as activators. 67,000 tested, under 10 active. AID 526, 2006; active = well fitted activation curve with a large enough effect, not every such curve was filed as active; inconclusive = small, poorly fitted or top-dose-only effect, or another doubt; inactive = no such curve, though single readings can be large or run the other way; note: potency is the fitted concentration of half-maximal effect
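Proteasome block read as GFP accumulation: ubiquitin(G76V)-GFP U2OS cells exposed to compound (2.9 nM–46 uM) for 4 hr at 37 C. Normalization used untreated cells as 0% and 10 uM MG-132 as 100%; concentration-response curves fitted.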
HBB splicing: qHTS Assay for Modulators of Hemoglobin Beta Chain Splicing | AID 925, 2007 | Potency, µM (top dose mostly 46.1 µM), for the others: top-dose activation, actives largely listed as activators | 0.06% of 65,000 active | HBB splicing reporter cell assay, activation; EGFP reporter with mutant IVS2-654 intron; response scale: normalised to 500 nM splice-correcting PNA; note: potency is the fitted concentration of half-maximal effect; 0% is about no effect
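HeLa cells stably expressing EGFP interrupted by mutant beta-globin intron 2 (IVS2-654), 500/well in 2% FCS. Treated with compound for 2 days at 37C. Splicing correction scored as total well GFP intensity (488 nm excitation, 500-520 nm emission); 500 nM antisense PNA served as control.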
An asterisk follows results filed as active; i = inactive; ? = inconclusive; . = no result given; [ ] = dose if it differs, or a comment. Unless noted, calls come from the whole dose curve; as a rule, active = well fitted curve in the direction sought with a large enough effect; inconclusive = small, poorly fitted or top-dose-only effect, or another doubt; inactive = no such curve, though single readings can be large; an effect the other way counts as inactive or inconclusive.

SMILES	BRCT PPI red	Hsp90 Hop PPI	15-hLO inh	4-MU autofl	BRCT PPI green	A350 autofl	DNA Pol III inh	CRE-bla Fsk	GFP derepression	UbGFP stabilizer	HBB splicing
Cc1csc(NC(=O)c2cc3c(s2)-c2ccccc2OC3)n1	0.0%	12%	?	.	-5.0%	.	1%	?	0%	-3%	-0.3%
CCOC(=O)Cn1c(=O)oc2cc(S(=O)(=O)N3CCn4c3nc3ccccc34)ccc21	0.0%	-4%	1%	.	-3.4%	.	-2%	5%	.	0%	-0.3%
O=C(Nc1ccc(Cl)cc1C(=O)NCCN1CCOCC1)c1ccco1	-0.1%	-3%	1%	?	-0.6%	?	0%	3%	0%	9%	-1.5%
Cc1ccc(-n2c(C)cc3c2CCCC3=O)cc1	0.2%	-12%	-16%	i	2.4%	?	-4%	19%	4%	3%	-0.1%[57.5 µM]
Cc1cccc(NS(=O)(=O)c2ccccc2)n1	-0.7%	-3%[11 µM]	8%[11.4 µM]	.	1.6%	.	-1%[11.4 µM]	?	-2%	5%[9.17 µM]	-0.6%[0.0738 µM]
c1ccc2c(c1)nnn2-c1ncnc2sc3c(c12)CCCC3	1.2%	27%	-13%	?	-3.1%	1.6e-08M*	1%	?	1%	-4%	-0.9%
Cc1ccc(CCCC(=O)O)cc1C	0.0%[15.4 µM]	1%[11 µM]	6%[11.4 µM]	i	-0.8%[15.4 µM]	i	1%[11.4 µM]	-1%[7.6 µM]	4%[9.22 µM]	-8%[9.17 µM]	3.7%[9.22 µM]
CCCCN(C)CCNC(=O)c1c[nH]c2ccc(S(=O)(=O)N(CC)CC)cc2c1=O	-0.6%	-2%	-6%	?	-0.7%	?	-4%	-13%	0%	1%	0.2%[57.5 µM]
COc1ccccc1NC1C=CS(=O)(=O)C1 (configuration not stated)	-0.3%	-1%	0%	.	-1.0%	.	0%	1%	0%	13%	-1.9%
COC(=O)[C@@]1(Cc2ccccc2)[C@H]2c3cc(C(=O)N4CCCC4)n(CCN4CNCC4=O)c3C[C@H]2CN1C(=O)c1ccccc1	-0.4%	-4%	.	.	1.4%	.	2%	-7%	.	.	-1.4%
CCOC(=O)Cn1c(C(F)(F)F)nc2nc(Cl)c(Cl)nc21	0.3%[15.4 µM]	-5%[11 µM]	7%[11.4 µM]	8.6e-08M*	-0.7%[15.4 µM]	9.5e-08M*	-5%[11.4 µM]	7%[7.6 µM]	8%[9.22 µM]	-9%[9.17 µM]	2.2%[9.22 µM]
Cc1cc(O)c(-c2cc(O)c(C)cc2O)cc1O	-1.0%[15.4 µM]	-2%[11 µM]	1.6µM*	2e-08M*	0.6%[15.4 µM]	1.5e-08M*	-9%[11.4 µM]	-8%[7.6 µM]	0%[9.22 µM]	7%[9.17 µM]	-1.5%[9.22 µM]
O=C(CSc1nc2ccccc2c(=O)n1Cc1ccco1)c1ccccc1	-0.4%	2%	-10%	i	1.6%	i	-6%	17%	1%	-2%	-0.2%[57.5 µM]
Cc1ccccc1-c1cc(NCCN2CCOCC2)ncn1	0.3%	-8%	0%	i	-1.9%	i	-4%	1%	2%[9.22 µM]	-3%	-1.4%
O=C(NCCc1ccccc1)C1CCCN1C(=O)Nc1ccc(F)cc1 (configuration not stated)	0.8%	1%	-7%	1.7e-08M*	-1.5%	1.9e-08M*	-8%	?	1%	-5%	1.1%
CCOc1ccccc1N(CC(=O)N1CCCCCC1)S(C)(=O)=O	-0.5%	0%	8%	.	-3.0%	.	6%	4%	-5%	-10%	-1.0%
COc1ccccc1S(=O)(=O)Cc1ccc(C(=O)NCc2ccc3c(c2)OCO3)o1	0.8%	-4%[2.3 µM]	-11%	.	0.1%	.	-3%	-10%	.	11%	-1.5%
O=C(NC1(C(=O)NC2CCCC2)CCCCC1)c1ccc2c(c1)OCO2	-0.2%	5%	1%	i	-0.5%	i	-4%	?	-2%	-11%	-1.0%
Brc1cccc(-c2nnc3sc(CN4CCC5(CC4)OCCO5)cn23)c1	-1.2%	-2%	5%	i	0.6%	i	-3%	11%	0%	6%	-0.3%
CCOC(=O)c1ccc(Cn2c(-c3ccccc3)nnc2-c2ccccc2)o1	-2.3%	23%	-3%	i	-1.3%	i	-1%	18%	-3%	-1%	1.5%
COC(=O)c1cc2ccsc2n1CC(=O)N(C)c1ccccc1	-1.6%	3%	-3%	i	2.7%	i	-2%	-5%	0%	1%	3.1%
COc1ccc(-c2cnc(SCC(=O)Nc3ccc4c(c3)OCO4)n2Cc2ccco2)cc1	-2.9%	?	-11%	i	1.3%	i	1%	0%	0%	5%	-1.3%
CCC(C)NS(=O)(=O)c1ccc(OCC(=O)NCc2ccco2)cc1 (configuration not stated)	1.3%	-2%	8%	i	-0.5%	i	-1%	-3%	3%	-4%	-0.2%[57.5 µM]
CC[C@]1(c2ccccc2)NC(=O)N(C)C1=O	2.4%[34.4 µM]	2%[26 µM]	10%[25.6 µM]	i	-1.3%[34.4 µM]	i	-2%[25.6 µM]	-1%[17.1 µM]	-1%[20.6 µM]	4%[20.5 µM]	1.1%[20.6 µM]
C(=N\n1cnnc1)/c1cccc(OCCOc2ccccc2)c1	-1.0%	-5%[11 µM]	15%[11.4 µM]	.	-1.4%	.	-6%[11.4 µM]	10%[7.6 µM]	-2%	6%[9.17 µM]	-1.1%[0.0738 µM]
Cc1ccsc1C(=O)OCC(=O)c1cc2ccccc2o1	0.9%	23%	-19%	i	21%	i	?	-19%	5%	5%	-0.3%[57.5 µM]
CC(C)OCCCNC(=O)C1CC(=O)N(C2CCCCCCC2)C1 (configuration not stated)	-2.5%	-2%	-7%	i	0.6%	i	-1%	0%	2%	2%	5.3%[0.369 µM]
O=C(Nc1ccc(N2CCCCC2)c(Cl)c1)c1ncn[nH]1	-2.1%	-6%	39%[activator]	i	0.1%	i	-2%	9%	0%	3%	.
Clc1ccccc1OCCCCn1ccnc1	-1.2%	-7%	26%	.	-1.3%	.	-3%	15%	-2%	-3%	3.8%
CC1=C(C(N)=O)C(c2ccccn2)n2nc(-c3ccccc3Cl)nc2N1 (configuration not stated)	-3.3%	-2%	9%	.	0.2%	.	-6%	4%	-4%	-13%	1.6%
O=C(CN(Cc1ccco1)C(=O)CNS(=O)(=O)c1ccccc1)NCc1ccccc1	0.9%	-5%	-7%	i	0.4%	i	-3%	?	-1%	-4%	-2.1%
CCCCn1cnc2cc(NCc3cccc(OC)c3O)ccc21	-0.8%	-7%	19%	i	-1.1%	i	0%	?	-2%	-2%	-0.1%[1.84 µM]
CS(=O)(=O)Nc1ccc(Cc2ccc(NS(C)(=O)=O)cc2)cc1	-2.6%	0%	3%	i	0.0%	i	-1%	9%	0%	-2%	-0.7%
Cc1c(C(=O)NCCC2=CCCCC2)oc2ccc(S(=O)(=O)N3CCOCC3)cc12	1.6%	1%	16µM*	i	1.4%	i	2%	?	2%	2%	-1.3%
CCOC(=O)c1c(C)[nH]c(C(=O)CSc2ccccc2)c1C	-0.5%	-2%	1%	i	1.6%	i	-7%	12%	0%	1%	-5.5%
Cc1ccsc1C(=O)Nc1nnc(-c2ccco2)o1	-0.5%	?	37%[activator]	i	-1.0%	i	-8%	0%	-1%	20%	-1.2%
O=C(Oc1cccc2c(=O)[nH]ccc12)c1ccccc1	-0.5%	-2%	-5%	i	-1.9%	i	-1%	-5%	-2%	.	-0.6%[0.369 µM]
CC(=O)NC(Cc1cc(C)ccc1C)C(=O)N1CCN(C(=O)Nc2ccc(C(C)=O)cc2)CC1 (configuration not stated)	0.6%	5%	2%	i	-1.3%	i	-3%	-1%	0%	13%	-0.8%
CCN(C(C)=O)c1nc(CSc2nnc(NC(C)C)s2)cs1	0.4%	-1%	3%	i	-2.2%	i	-4%	2%	-2%	0%	-8.9%
O=C(c1ccco1)N1CCN(C(=O)c2cc3sccc3n2Cc2ccccc2)CC1	-0.4%	-9%	-4%	i	-1.3%	i	0%	-2%	-2%	-1%	-0.2%[57.5 µM]
